Source: PubChem
DSG3 Ab inh = blocks pemphigus antibody binding to human desmoglein-3 | DSG3-coupled beads, scFv-anti-DSG3-GFP binding, flow cytometry; active compounds read low | 310,000 tested, 0.48% active | AID 588358 | binding (percent of control), % at 10 µM | P32926;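 active means binding more than 3 SD below its plate's average and above zero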;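 further: hits lower antibody fragment binding to DSG3; some compounds called inactive have numbers as strong as hits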
PKA-R2B activ = activates the human PKA-R2B holoenzyme complex | 340,000 tested, 0.079% active | AID 504700 | PKA-R2B holoenzyme dissociation, Cy5-IP20 fluorescence polarization; R2B truncated from residue 108, S112A mutant; 0% DMSO only, 100% 113 µM cGMP | P22694+P31323 | activation, % at 11.4 µM;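 active means activation above a cutoff set at the mean over all compounds plus 3 SD, cut at about 18% in these data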;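 further: higher means more holoenzyme dissociation and a rise in polarization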
Target sequence (P31323 whole entry, looked up, other chains not shown, the tested form may be a part): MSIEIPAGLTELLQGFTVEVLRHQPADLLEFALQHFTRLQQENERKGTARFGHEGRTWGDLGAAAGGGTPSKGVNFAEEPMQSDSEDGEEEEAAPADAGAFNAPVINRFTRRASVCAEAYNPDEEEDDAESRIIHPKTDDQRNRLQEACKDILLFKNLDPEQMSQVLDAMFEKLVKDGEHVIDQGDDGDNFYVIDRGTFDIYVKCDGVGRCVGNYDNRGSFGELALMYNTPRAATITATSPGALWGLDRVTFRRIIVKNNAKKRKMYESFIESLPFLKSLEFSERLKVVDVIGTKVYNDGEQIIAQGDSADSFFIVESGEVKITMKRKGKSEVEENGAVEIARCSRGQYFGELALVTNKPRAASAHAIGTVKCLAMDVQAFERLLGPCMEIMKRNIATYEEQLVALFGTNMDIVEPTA
SR-BI uptake up = activators of SR-BI mediated HDL lipid uptake. CHO ldlA[mSR-BI] cells, DiI-HDL uptake fluorescence, 3 h; 100 = double the neutral-control signal. activation, % at 12.5 µM. 320,000 tested, 0.096% active. AID 504775;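 active means mean replicate activation of at least 60% and every replicate at or above 60%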;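 further: 0% = median plate neutral-control signal and 100% = twice that signal; values of inactives mirror those of a sister screen read the other way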
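System: CHO ldlA[mSR-BI] cells / Medium: HEPES-buffered (25 mM, pH 7.4) F12 plus 0.5% BSA / Probe or stimulus: labelled HDL, 10 µg/mL / Doses: single compound concentration, delivered by pin transfer / Schedule: 3 h, 37 °C / Measured by: DiI fluorescence, bottom read / Measure: cell-associated DiI fluorescence as measure of HDL uptake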
SUMO Mot1 rescue = inhibitors of SUMOylation pathway: yeast Mot1-301 growth rescue | S. cerevisiae Mot1-301 growth rescue, ATP luminescence, 38.5C; percent above DMSO median, 100 means doubled | growth rescue, % at 18.8 µM | 320,000 tested, 1% active | AID 2716;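 active means every valid replicate shows activation above 250% relative to neutral control wells; inactive means the rest, any valid replicate at or below 250%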;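 further: OY570 slx delta 5 strain wells were the positive control but not used for scaling; some compounds called inactive have numbers as strong as hits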
NSD2 HMT inh = NSD2 (human) methyltransferase inhibition; NSD2 peptide methylation, AlphaScreen, 120 min; O96028; 310,000 tested, 0.54% active; inhibition, % at 12.5 µM; in the data active means inhibition above about 50%
Arr AP2 block = blocks beta-arrestin peptide binding to AP2 adaptin; 340,000 tested, 0.31% active; FITC-arrestin peptide / GST-AP2 beads, flow cytometry; AP2 beta2 appendage carries R879A mutation; inhibition, % at 10 µM;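 active means inhibition above a set limit, near 3 SD of compounds lacking own fluorescence, cut at about 54% in these data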;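 further: plate controls were DMSO wells for no effect and 5 µM unlabelled arrestin peptide for full effect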
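Test system: GST-tagged AP2 beta2-adaptin appendage (R879A) on 4 µm glutathione beads; also added: fluorescein-tagged arrestin peptide at 50 nM final; timing: 12 min plus 1 h, RT; signal: flow cytometry, FL1 (488/535 nm); read-out: percent drop in bead-associated FITC signal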
dFosB act = activators of mouse delta FosB homodimer | P13346 | purified delta FosB, TAMRA-CDK5 oligo fluorescence polarization; percent of positive-control signal above neutral wells | activation, % at 25 µM | 340,000 tested, 0.99% active | AID 493131;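 active means mean activation above about 17%, with every replicate also reaching it, limit read from the data, passing the limit was not always enough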;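 further: fluorescence polarization rise as delta FosB binds a TAMRA Cdk5 AP-1 oligo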
Target sequence (P13346 whole entry, looked up): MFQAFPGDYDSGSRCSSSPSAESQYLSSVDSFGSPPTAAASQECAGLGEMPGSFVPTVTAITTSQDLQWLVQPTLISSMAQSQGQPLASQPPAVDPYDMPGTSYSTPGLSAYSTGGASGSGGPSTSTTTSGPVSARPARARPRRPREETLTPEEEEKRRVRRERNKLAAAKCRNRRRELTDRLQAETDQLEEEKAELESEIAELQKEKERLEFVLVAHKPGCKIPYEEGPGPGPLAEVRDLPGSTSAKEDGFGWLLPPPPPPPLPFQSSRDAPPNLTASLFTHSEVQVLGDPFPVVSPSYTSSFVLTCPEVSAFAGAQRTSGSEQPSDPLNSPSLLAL
CDK5 inh = inhibitors of human CDK5/p35 kinase; AID 488839; Recombinant CDK5/p35, ADP-Glo luminescence, 60 min; inhibition, % at 10 µM; 330,000 tested, 0.01% active; Q00535+Q15078;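 active means highest replicate inhibition of at least 50% and at least 75% of replicates reaching 50%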;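 further: plate controls were DMSO neutral control for no effect and GW8510 at 10 µM for full effect; many of its hits are not listed in these tables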
PKA-R1A act = activators of PKA-R1A complex; P00514+P68181; PKA-R1A dissociation, Cy5-IP20 fluorescence polarization; scaled: DMSO 0%, 113 µM cGMP 100%; activation, % at 11.4 µM; 340,000 tested, 0.083% active;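 active means percent activation above the mean of all tested compounds plus 3 SD, cut at about 19% in these data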;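 further: higher means more PKAc released from R1A so a rise in polarization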
MITF act = MITF TRPM1 promoter activation in melanoma cells; 300,000 tested, 0.75% active; AID 588334; SK-MEL-5 TRPM1-promoter luciferase, 24 h; % of positive control, neutral wells = 0; activation, % at 12.5 µM;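 active means mean activation of at least 80% with every replicate also reaching 80%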;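 further: 0% = neutral control wells and 100% = parthenolide positive control wells; values of inactives mirror those of a sister screen read the other way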
SR-BI HDL uptake = inhibitors of mouse SR-BI mediated HDL lipid uptake; ldlA[mSR-BI] CHO cells, DiI-HDL uptake fluorescence, 3 h; 320,000 tested, 0.96% active; inhibition, % at 12.5 µM; AID 488896;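 active means mean replicate inhibition of at least 70% and a set share of replicates each scoring 70 or more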;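 further: 0% = median of neutral control wells and 100% = median of positive control wells; values of inactives mirror those of a sister screen read the other way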
Active calls of the source: *; nt = not tested or not shown.

Short keys: A = DSG3 Ab inh; B = PKA-R2B activ; C = SR-BI uptake up; D = SUMO Mot1 rescue; E = NSD2 HMT inh; F = Arr AP2 block; G = dFosB act; H = CDK5 inh; I = PKA-R1A act; J = MITF act; K = SR-BI HDL uptake
1. CCOC(=O)c1cc(NC(=O)c2ccc(Cl)cc2)c(=O)n2c1oc1ccc(Cl)cc12
  A: 83; B: -1; C: -20; D: -20; E: nt; F: -9; G: 5; H: 0.1; I: 3; J: 10; K: 20
2. Cc1cc(Nc2ccc(Br)cc2F)n2ncnc2n1
  A: 105; B: 0; C: 10; D: -14; E: nt; F: 27; G: -2; H: 0.7; I: -3; J: -3; K: -10
3. COc1cc(C)nc(N2CCCC(C(=O)Nc3cccc(Cl)c3C)C2)n1 (configuration not stated)
  A: 101; B: -4; C: -34; D: -18; E: -8; F: -6; G: 0; H: 1.6; I: 10; J: -3; K: 34
4. COc1ccc2oc(-c3ccccc3)c(C(=O)N3CCOCC3)c2c1
  A: nt; B: -10; C: 4; D: 5; E: -2; F: -11; G: -10; H: 0.0; I: -5; J: -5; K: -4
5. O=C(NCCO)C1(c2ccc(Cl)cc2)CCCC1
  A: 103; B: -10; C: 8; D: nt; E: -2; F: -1; G: -8; H: 0.9; I: 2; J: 1; K: -8
6. CCCCn1c(N)c(N(CCC(C)C)C(=O)C2CCN(C(=O)c3ccccc3C)CC2)c(=O)[nH]c1=O
  A: 95; B: -2; C: 17; D: -16; E: -2; F: 4; G: -7; H: 0.7; I: 9; J: -5; K: -17
7. CN(C)CCCN(C(=O)c1ccc2c(c1)CCCC2)c1nc2ccc(F)cc2s1
  A: 143; B: -5; C: 14; D: -12; E: 16; F: 4; G: 7; H: -2.5; I: 3; J: 3; K: -14
8. CCOc1ccc(NC(=O)COC(=O)c2ccc3c(c2)C(=O)N(CCc2ccccc2)C3=O)cc1
  A: 120; B: -5; C: -9; D: -4; E: -1; F: -9; G: 1; H: 1.5; I: -2; J: 22; K: 9
9. O=c1c2ccccc2nc(-c2ccco2)n1/N=C/c1ccco1
  A: 104; B: -7; C: 22; D: -11; E: 0; F: 3; G: -15; H: 0.0; I: -4; J: nt; K: -22
10. COc1cc2c(cc1/C=C1/NC(=O)N(c3ccccc3)C1=O)OCO2
  A: 94; B: -5; C: -17; D: -5; E: nt; F: 14; G: -3; H: nt; I: -6; J: 25; K: 17

A draw from above in order of number of heavy atoms, high to low.
Short keys: A = DSG3 Ab inh; B = PKA-R2B activ; C = SR-BI uptake up; D = SUMO Mot1 rescue; E = NSD2 HMT inh; F = Arr AP2 block; G = dFosB act; H = CDK5 inh; I = PKA-R1A act; J = MITF act; K = SR-BI HDL uptake
8. CCOc1ccc(NC(=O)COC(=O)c2ccc3c(c2)C(=O)N(CCc2ccccc2)C3=O)cc1
  A: 120; B: -5; C: -9; D: -4; E: -1; F: -9; G: 1; H: 1.5; I: -2; J: 22; K: 9
3. COc1cc(C)nc(N2CCCC(C(=O)Nc3cccc(Cl)c3C)C2)n1 (configuration not stated)
  A: 101; B: -4; C: -34; D: -18; E: -8; F: -6; G: 0; H: 1.6; I: 10; J: -3; K: 34
4. COc1ccc2oc(-c3ccccc3)c(C(=O)N3CCOCC3)c2c1
  A: nt; B: -10; C: 4; D: 5; E: -2; F: -11; G: -10; H: 0.0; I: -5; J: -5; K: -4
5. O=C(NCCO)C1(c2ccc(Cl)cc2)CCCC1
  A: 103; B: -10; C: 8; D: nt; E: -2; F: -1; G: -8; H: 0.9; I: 2; J: 1; K: -8

Next entries.
Short keys: A = DSG3 Ab inh; B = PKA-R2B activ; C = SR-BI uptake up; D = SUMO Mot1 rescue; E = NSD2 HMT inh; F = Arr AP2 block; G = dFosB act; H = CDK5 inh; I = PKA-R1A act; J = MITF act; K = SR-BI HDL uptake
11. O=P(O)(CCc1ccncc1)CN1CCCCC1
  A: 102; B: 6; C: 3; D: -9; E: 0; F: 10; G: 6; H: 2.6; I: -6; J: -4; K: -3
12. COc1ccc(N2CC(C(=O)Nc3ccccc3N3CCCC3)CC2=O)c(OC)c1 (configuration not stated)
  A: 102; B: -2; C: -29; D: -4; E: 1; F: -9; G: -8; H: -1.0; I: -10; J: -26; K: 29
13. COc1ccc(-c2csc(NC(=O)C3CSC4(C)CCC(=O)N34)n2)cc1 (configuration not stated)
  A: nt; B: 2; C: -10; D: 391*; E: 1; F: -3; G: -7; H: -2.4; I: -5; J: -3; K: 10
14. Cc1ccc(C(=O)O/N=C(\c2ccccc2)c2cccnc2)cc1
  A: 88; B: -2; C: 25; D: 3; E: 50; F: 1; G: -19; H: -4.2; I: -19; J: -5; K: -25
15. NC(=O)c1c(NC(=O)CCCC(=O)O)sc2c1CCCCCC2
  A: 104; B: -6; C: -19; D: 7; E: 0; F: 29; G: 1; H: 0.1; I: -13; J: -4; K: 19
16. O=C(COC(=O)CNS(=O)(=O)c1ccc(Br)cc1Cl)Nc1ccc(N2CCOCC2)cc1
  A: 112; B: 1; C: 9; D: 28; E: -6; F: 9; G: -11; H: 1.1; I: -5; J: 1; K: -9
17. O=C(Nc1ccc(F)cc1F)c1csc(-c2cccs2)n1
  A: nt; B: -2; C: -1; D: 20; E: -5; F: 18; G: 9; H: 1.0; I: -3; J: 45; K: 1
18. O=C(Nc1c(C(=O)O)[nH]c2ccc(F)cc12)c1cccc(C(F)(F)F)c1
  A: 103; B: -1; C: -26; D: -24; E: 0; F: 16; G: -7; H: -0.3; I: 4; J: -5; K: 26
19. O=C(Nc1ccc(Cl)c(C(F)(F)F)c1)C1CCCN(S(=O)(=O)c2cnc[nH]2)C1 (configuration not stated)
  A: 99; B: 1; C: -20; D: -8; E: nt; F: 0; G: -6; H: 0.4; I: -4; J: 4; K: 20
20. Cc1ccc(C(=O)Nc2ccccc2-c2ccccc2)o1
  A: nt; B: -8; C: -8; D: -1; E: 2; F: 3; G: -4; H: -0.1; I: 9; J: 7; K: 8

Rows were taken by chance; overall some 4.7% were active at least once.
